ADAM10 inh: human ADAM10 inhibitors, primary screen, biochemical, QFRET, HTS. Disintegrin and metalloproteinase domain-containing protein 10 (Homo sapiens), O14672. recombinant ADAM10, EDANS/DABCYL FRET peptide cleavage, 3 h. inhibition, % at 7 µM. actives 0.62% (n = 370,000);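 active = inhibition above a per-campaign cutoff equal to the mean of compounds falling between control-based bounds plus 3 SD, cut at about 20% in these data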;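 also: 0% = DMSO wells while the 100% control is not disclosed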
HGIII-sPLA2 inh: human group III sPLA2 inhibitors, primary screen, biochemical, QFRET, BODIPY PC-A2 liposome substrate. QFRET BODIPY PC-A2 liposome hydrolysis, fluorescence. actives 0.56% (n = 370,000). Group 3 secretory phospholipase A2 (Homo sapiens), Q9NZ20. inhibition, % at 12.2 µM;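 active = inhibition above mean plus 3 SD of compounds lying within the high and low control bounds, cut at about 19% in these data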;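 also: 0% = median of test compound wells and 100% = no enzyme DMSO wells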
GC-A act: GC-A stimulated cGMP production enhancers – HEK293 GC-A cells, cGMP TR-FRET, EC30 ANP, primary screen; 0% at EC30 ANP, 100% saturating ANP; Atrial natriuretic peptide receptor 1 (Homo sapiens), P16066; actives 0.14% (n = 370,000); activation, % at 10 µM; in the data active = activation above about 40%
hcDAF-12 act: H. contortus DAF-12 nuclear receptor activators, primary screen, cell-based, luminescence, HEK293, lit1-tk-luc reporter. HEK293 hcDAF-12 lit1-tk-luc reporter; 0% DMSO, 100% Δ7-dafachronic acid. activation, % at 6.8 µM. actives 1.4% (n = 370,000);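 active = activation above the mean of all tested compounds plus 3 SD, cut at about 5.5% in these data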;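 also: 100% = response to 3 µM Δ7-dafachronic acid high control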
SMARCA2 act: SMARCA2 (BRM) function activators, primary screen, cell-based, luminescence, high throughput; MG213 cells, MMTV-luciferase reporter, dexamethasone, overnight; activation, % at 9.1 µM; actives 1% (n = 370,000); in the data active = activation above about 7.8%;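 also: 0% = vehicle wells and 100% = reference activator wells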
FXN GAA850 act: FXN promoter activators, primary screen, cell-based, luciferase luminescence, HEK293 lucGAA850. actives 0.56% (n = 360,000). activation, % at 6 µM. HEK293 lucGAA850 FXN promoter luciferase reporter, 24 h; percent of 10 µM SAHA response;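 active = activation above the average of all compounds screened plus 3 SD, cutoff fixed separately per campaign, cut at about 7.5% in these data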;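 also: 0% = DMSO wells and 100% = 10 µM SAHA wells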
DAX1 inh-1: DAX1 (NR0B1) inhibitors on StAR promoter, primary screen, cell-based, luminescence, SF-1 (NR5A1), full-length DAX-1; actives 1.1% (n = 370,000); inhibition, % at 6.8 µM; AID 652010, 2013; HEK293T StAR-luciferase reporter, SF-1/DAX-1 repression relief;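 active = inhibition above the mean over all tested compounds plus 3 SD, cut at about 3.6% in these data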;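 also: 0% = DAX-1 cells with DMSO and 100% = cells lacking DAX-1 with DMSO; higher inhibition means more luminescence from relief of DAX-1 repression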
hgDAF12 agonist: H. glycines DAF-12 receptor agonists, primary screen, cell-based, luminescence, HEK293, GAL4 fusion, UAS-luciferase | HEK293 GAL4-hgDAF12 UAS-luciferase reporter, agonist luminescence; normalized to butyrate control | activation, % at 6.8 µM | Nuclear hormone receptor DAF-12 (Heterodera glycines), GAL4 fusion | actives 1.8% (n = 370,000);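 active = activation above a cutoff set at the mean of all screened compounds plus 3 SD, cut at about 10% in these data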;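 also: 0% = DMSO wells and 100% = sodium butyrate wells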
ssDAF12 agonist: S. stercoralis DAF-12 nuclear receptor activators, primary screen, cell-based, luminescence, HEK293, GRIP1 co-expression, lit1-tk-luc | Nuclear hormone receptor DAF-12 (Strongyloides stercoralis) | activation, % at 6.8 µM | actives 1% (n = 370,000) | HEK293 ssDAF-12/GRIP1 lit1-tk-luc reporter; % of 3 µM dafachronic acid response;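 active = activation above the mean over all tested compounds plus 3 SD, cut at about 0.9% in these data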;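 also: 0% = DMSO-only wells and 100% = 3 µM delta7-dafachronic acid wells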
DAX1 inh-2: DAX1 (NR0B1) inhibitors, primary screen, cell-based, HEK293, Gal4-DAX1, luciferase luminescence; HEK293 Gal4-DAX1 luciferase reporter; inhibition, % at 6.75 µM; actives 0.99% (n = 340,000); AID 504766, 2011;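 active = inhibition above the mean over all tested compounds plus 3 SD, cut at about 4.2% in these data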;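 also: 0% = DAX1-transfected cells with DMSO and 100% = empty-vector control cells with DMSO; inhibition shows as a rise in luminescence from relieved DAX1 repression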
NPR2 activator: human GC-B receptor activators, primary screen, HEK293 GC-B cells, cGMP TR-FRET, EC30 CNP | Atrial natriuretic peptide receptor 2 (Homo sapiens), P20594 | 0% at EC30 CNP, 100% saturating CNP | activation, % at 10 µM | actives 0.11% (n = 370,000) | AID 1920062, 2024;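 active = activation at 10 µM reaching about 35% in either raw or pattern-adjusted values, limit read from the data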
Target sequence (P20594 whole entry, looked up): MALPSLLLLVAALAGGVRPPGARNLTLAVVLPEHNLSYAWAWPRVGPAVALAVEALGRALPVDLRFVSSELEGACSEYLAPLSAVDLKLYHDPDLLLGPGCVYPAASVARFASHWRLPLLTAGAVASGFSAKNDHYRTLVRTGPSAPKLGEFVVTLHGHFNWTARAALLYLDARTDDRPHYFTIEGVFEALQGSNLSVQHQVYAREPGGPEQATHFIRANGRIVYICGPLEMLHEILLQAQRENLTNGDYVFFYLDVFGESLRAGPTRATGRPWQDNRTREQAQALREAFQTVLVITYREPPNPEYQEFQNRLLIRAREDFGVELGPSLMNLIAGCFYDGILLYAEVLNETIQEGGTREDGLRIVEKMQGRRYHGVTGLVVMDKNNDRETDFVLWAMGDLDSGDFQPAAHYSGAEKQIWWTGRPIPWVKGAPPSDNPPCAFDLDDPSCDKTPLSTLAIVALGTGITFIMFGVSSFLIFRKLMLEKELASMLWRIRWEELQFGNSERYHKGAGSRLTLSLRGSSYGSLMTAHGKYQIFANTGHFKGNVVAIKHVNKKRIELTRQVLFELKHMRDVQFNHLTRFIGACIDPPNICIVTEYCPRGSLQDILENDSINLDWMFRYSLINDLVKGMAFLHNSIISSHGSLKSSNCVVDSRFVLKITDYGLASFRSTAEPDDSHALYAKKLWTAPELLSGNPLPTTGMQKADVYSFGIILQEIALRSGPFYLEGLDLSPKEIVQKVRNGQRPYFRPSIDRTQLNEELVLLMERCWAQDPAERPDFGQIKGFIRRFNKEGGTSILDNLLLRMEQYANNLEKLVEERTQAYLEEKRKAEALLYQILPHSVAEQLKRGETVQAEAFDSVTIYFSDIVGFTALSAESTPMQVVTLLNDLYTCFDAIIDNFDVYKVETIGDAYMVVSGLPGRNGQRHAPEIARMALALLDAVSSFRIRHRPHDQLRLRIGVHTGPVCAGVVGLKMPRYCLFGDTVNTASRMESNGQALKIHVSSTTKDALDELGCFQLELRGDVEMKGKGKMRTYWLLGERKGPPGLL
* marks the source's active call; other numbers are inactive results; i = inactive; nt = not tested or not shown.

Molecule,ADAM10 inh,HGIII-sPLA2 inh,GC-A act,hcDAF-12 act,SMARCA2 act,FXN GAA850 act,DAX1 inh-1,hgDAF12 agonist,ssDAF12 agonist,DAX1 inh-2,NPR2 activator
O=c1[nH]c(O)c(C=NC2CCCCC2)c(=O)[nH]1,4,-2,7,1.5,-3,0.4,0.0,-2.6,-0.6,1.6,-8
CC1=NCCc2c1[nH]c1ccccc21,-142,-3,2,6.3*,1,-0.3,-0.5,-1.5,1.0*,-0.1,-1
O=c1[nH]c(=O)n(CCC2=CCCCC2)c(O)c1C=NCCCn1ccnc1,10,-10,-2,-0.4,-4,-4.2,0.4,0.1,-0.8,2.1,2
CC(C)(C)C1(CCO)C(=O)NC(=S)NC1=O,3,0,-2,-0.2,-2,1.3,0.3,1.5,-1.0,0.8,0
O=C(O)C1C2c3ccccc3C(c3ccccc32)C1C(=O)Nc1ccccc1 (stereo not drawn),-1,-6,5,1.1,-1,0.7,-0.2,-2.8,-0.7,0.1,4
CCC(=NCCc1ccccc1)c1c(O)[nH]c(=O)[nH]c1=O,-1,-2,1,-2.5,-1,4.0,0.4,-1.7,-1.3,0.6,-2
CCOC(=O)c1cc(C(O)(C(=O)OC)C(F)(F)F)c(/N=C/N(C)C)o1 (stereo not drawn),-3,5,-2,-2.1,2,2.6,-1.0,-1.9,-0.7,1.6,4
COc1ccc(C(=O)C2CCCN(Cc3cnc(C)s3)C2)c(OC)c1 (stereo not drawn),0,3,2,-1.6,-4,0.3,-1.5,-0.9,-1.4,-2.8,2
COc1cccc(C(=O)C2CN(C)CC2c2ccc(Cl)cc2)c1 (stereo not drawn),-8,-12,-51,-0.5,0,0.7,-0.1,-5.0,-0.9,-0.8,-19
C[C@]1(O)CCC2C3CC[C@H]4C[C@@H](OC(=O)CNC(=O)CN)CC[C@]4(C)C3CC[C@@]21C (stereo partly drawn),0,-1,-1,-1.2,-4,0.8,-0.8,-1.4,-1.1,1.5,4
CCN(CC)C(=O)c1ccc(NC(=O)c2cccc(F)c2)cc1,-1,-2,2,-0.3,6,2.3,0.9,4.4,-1.4,0.9,6
CCCCN1C(=O)/C(=C\c2ccco2)C(=O)N(CCc2ccccc2)C1=O,18,-3,15,-0.8,3,-1.1,0.7,1.1,-0.9,-0.9,8
CCC(c1nnnn1C1CCCCC1)N1CCC2(CC1)C(=O)NCN2c1ccccc1 (stereo not drawn),-13,10,-9,-1.3,-3,nt,-0.1,0.2,-0.8,nt,-2
CC(NCc1ccccc1Cl)C(O)c1ccccc1 (stereo not drawn),0,15,-10,0.3,1,2.2,0.7,-0.4,-1.1,-0.5,-8
Clc1cccc(NC2=NCCS2)c1,-11,7,3,-1.4,-2,2.0,-0.5,-1.5,-0.8,0.3,-1
Fc1cccc(-c2ccc3c(c2)CNCc2cnnn2-3)c1,1,-3,-2,-0.8,0,nt,-1.1,-2.5,-1.5,nt,-6
COC(=O)C1C(c2ccccc2)CC2CCC1N2C (stereo not drawn),-1,-1,6,-1.1,3,nt,-0.6,-3.0,-0.9,nt,0
COc1ccc(-n2c(O)c(C(C)=Nc3ccc4c(c3)CCC4)c(=O)[nH]c2=O)cc1,-6,5,4,0.9,-3,2.3,0.6,-2.4,-0.8,nt,-5
Cc1ncoc1C(=O)NCC1=C(c2cccc3ccccc23)C[C@@H]2CC[C@H]1N2Cc1ccco1,-5,4,-1,-2.0,-3,-9.7,0.0,-0.3,-1.0,0.7,6
CC(C)Oc1ccc(CC2(CCc3ccncc3)C(=O)NC(=O)NC2=O)cc1,3,0,-1,0.6,-2,1.1,0.3,-2.7,-1.5,2.4,8
Cc1cc(C)n2nc(C)[n+](C)c2n1,-1,7,nt,0.2,0,0.0,-0.1,-0.8,-1.0,1.5,nt
CN1CCC(N(C)Cc2cccnc2)CC1,-15,15,0,-0.2,-4,-0.2,0.2,1.2,-0.7,0.6,-1
CCCC1(CCO)C(=O)NC(=S)NC1=O,-8,-1,-2,-1.3,-5,-1.4,0.9,0.6,-0.9,0.3,-2
CN(C)CC1CSCCC1(O)c1ccccc1Cl (stereo not drawn),10,11,1,-0.2,0,-0.7,0.1,0.5,-0.5,-0.6,6
Cn1c(O)c(/C=N/N2CCOCC2)c(=O)n(-c2ccccc2)c1=S,-2,-11,-1,-0.6,-1,-0.1,0.7,-2.7,-1.2,-0.6,-2
COc1ccc(/C=C/C(=O)NC(=S)N2C[C@H]3C[C@H](C2)c2cccc(=O)n2C3)cc1OC,-45,3,0,-1.9,0,-1.6,0.0,0.6,-1.1,1.5,0
CCN(CC)CCCN=Cc1c(O)n(CCc2ccc(F)cc2)c(=O)[nH]c1=O,1,3,-3,0.9,-1,-1.4,0.3,-1.8,-1.6,0.5,2
CN1CCN(CC#CCOc2ccc(Cl)cc2)CC1,8,6,4,-0.9,-2,3.0,-0.4,1.9,-0.2,0.6,-5
COc1ccc(CN2CCN(c3ccccc3F)CC2)cc1O,9,-169,0,-1.1,1,-0.6,0.0,0.5,-1.2,4.5*,-5
Cc1ccc(N2C(=O)NC(=O)/C(=C/C=C/c3ccco3)C2=O)cc1,-5,-14,16,-1.9,1,5.0,0.0,-1.4,-1.1,-0.9,3
C=CCn1c(O)c(C(C)=Nc2ccc(C(=O)OCC)cc2)c(=O)[nH]c1=O,-7,5,-2,0.3,0,2.5,-0.2,1.0,-1.6,0.5,2
COc1cc2c(cc1O)CC1c3c(cc(O)c(OC)c3-2)CCN1C (stereo not drawn),-131,-8,-4,-2.2,3,0.1,-1.5,2.1,-1.1,0.8,2
CCC1([N+](=O)[O-])COP(=O)(NCc2cccnc2)OC1 (stereo not drawn),5,-2,-5,-0.5,-3,0.5,-0.6,3.3,-1.1,-0.9,-1
COc1cc(OC)c(OC)cc1CN1CCN(C(=O)COc2ccc3ccccc3c2)CC1,1,-11,-7,0.1,0,1.1,-0.6,-0.1,-1.1,-0.2,3
Cn1cc(C(=O)Cc2ccccc2)c2ccccc21,-4,1,3,1.1,-5,1.3,0.3,-2.9,-1.3,-0.6,-7
[Cl][Pt+2][Cl].[NH-]C1CCCCC1[NH-] (stereo not drawn),-5,7,7,1.7,-3,-1.0,-0.5,1.0,-0.9,-0.1,4
O=C(Nc1ccc(F)cc1)c1c(O)c2c(n(Cc3ccccc3)c1=O)CCCC2,-9,-2,0,4.7,1,2.6,-0.1,1.9,-0.6,0.0,-7
Cc1cc(=O)oc2c(C)c(OCC(=O)N3CCN(Cc4ccccc4)CC3)ccc12,-184,3,-3,-0.4,-2,-0.1,-1.1,-4.3,-1.2,-0.3,-4
CN1CCN(/N=C/c2c(O)n(CCC3=CCCCC3)c(=S)[nH]c2=O)CC1,0,-6,3,-0.3,-4,1.5,-0.2,1.6,-0.1,-2.0,1
Cc1ccc(N2C(=O)NC(=O)C3(Cc4ccccc4N4CCN(c5ccccc5)CC43)C2=O)cc1 (stereo not drawn),-7,-15,-3,3.9,0,2.6,-0.1,9.5,0.8,0.6,4
Clc1ccc(N2CCNCC2)nn1,-14,2,-1,-0.5,-2,1.1,0.6,0.8,-0.8,0.2,-2
O=c1[nH]c(=O)n(-c2ccccc2F)c(O)c1C=NCCC1=CCCCC1,4,3,-6,-3.2,-3,1.1,0.1,-0.4,-1.4,0.1,-1
Clc1cccc(CNCCc2c[nH]c3ccccc23)c1,2,-2,-45,0.7,-2,3.6,-0.3,-1.9,-1.1,0.5,-14
Cc1cccc(NC2=NCCCS2)c1,1,-4,-3,-1.0,-2,1.6,-0.2,0.2,-0.9,nt,3
CC1CN1c1cc2c(c3c1ccn3C)C1CCC2C1 (stereo not drawn),-12,9,-2,-0.5,-2,nt,-2.1,-1.0,-1.0,nt,4
NCCc1c[nH]c2ccc(C(N)=O)cc12,6,1,2,-1.3,3,0.4,0.2,0.1,-1.5,0.1,5
CC(C)C(=O)Nc1ccc(N2CCN(C)CC2)c(F)c1,-7,0,3,1.1,1,2.3,0.7,2.8,0.0,-1.1,4
O=c1[nH]c(=S)n(Cc2ccc(F)cc2)c(O)c1C=NCCCn1ccnc1,3,-5,-2,0.2,-1,1.5,-0.2,-1.4,-2.4,1.8,-6
O=c1[nH]c(=O)n(C2CCCCCC2)c(O)c1C=NCc1cccnc1,-3,19,-1,1.1,-3,1.0,0.3,0.6,-0.7,-0.1,3
O=C(Nc1ccc(Cl)cc1)OC1CN2CCC1CC2 (stereo not drawn),11,-10,3,1.1,-2,2.7,0.8,7.4,-1.2,1.0,-3
N#Cc1c(Cl)nc(Cl)c2c1CCN(Cc1ccccc1)C2,i,2,23,0.5,4,2.4,0.4,1.2,-0.1,0.8,1
CCCCn1c(O)c(/C=N/N2CCOCC2)c(=O)[nH]c1=S,0,-1,0,0.9,-2,2.1,-0.2,0.9,-0.2,0.5,-3
COC(=O)C1=C(c2ccc(C(C)=O)cc2)C[C@@H]2CC[C@H]1N2C(=O)NCCOc1ccccc1Cl,8,-5,-6,-1.7,2,-3.9,-0.4,1.9,-1.5,0.0,-10
Cn1c(O)c(C(=N)COc2ccccc2)c(=O)n(C)c1=O,5,4,4,-0.3,0,1.4,2.3,1.9,-1.4,0.1,-5
CC=CC(C)=CC(C)C(=O)CC(O)CC1CC(=O)NC(=O)C1 (stereo not drawn),-14,4,0,-0.6,-3,-5.6,-2.2,2.0,-1.4,-0.8,4
CN(C)c1ccc(C(=O)N/N=C/C23CC[C@@H](O)CC2(O)CC[C@@H]2[C@@H]3CCC3(C)C(C4=CC(=O)OC4)CCC23O)cc1 (stereo partly drawn),1,-4,3,5.0,2,-8.8,3.5,-6.2,-2.0,-2.8,0
CC1=C[C@@H]2c3cccc4[nH]cc(c34)C[C@H]2N(C)C1,-61,-52,2,3.5,0,0.0,-0.2,-1.3,-0.7,-0.5,-11

This is a subset, so the mix of outcomes need not match the whole.
